High-throughput results deposited in PubChem BioAssay by several laboratories.
hgDAF-12 ag = activates the H. glycines DAF-12 receptor ligand-binding domain; HEK293 GAL4-hgDAF12 UAS-luciferase reporter, agonist luminescence; normalized to butyrate control; activation, % at 6.8 µM; 1.8% of 370,000 active;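 active = activation above a cutoff set at the mean of all screened compounds plus 3 SD, cut at about 10% in these data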;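 note: 0% = DMSO wells and 100% = sodium butyrate wells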
hcDAF12 agonist = activators of H. contortus DAF-12 nuclear receptor. HEK293 hcDAF-12 lit1-tk-luc reporter, luminescence; 0% DMSO, 100% Δ7-dafachronic acid. activation, % at 6.8 µM. 1.4% of 370,000 active. AID 652067;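 active = activation above the mean of all tested compounds plus 3 SD, cut at about 5.5% in these data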;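 note: 100% = response to 3 µM Δ7-dafachronic acid high control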
SMARCA2 act = SMARCA2 function activation, primary screen; activation, % at 9.1 µM; AID 652017; MG213 cells, MMTV-luciferase reporter, dexamethasone, overnight; 1% of 370,000 active; in the data active = activation above about 7.8%;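 note: 0% = vehicle wells and 100% = reference activator wells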
ADAM10 inh = ADAM10 inhibition, QFRET primary screen | O14672 | recombinant ADAM10, EDANS/DABCYL FRET peptide cleavage, 3 h | inhibition, % at 7 µM | 0.62% of 370,000 active;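 active = inhibition above a per-campaign cutoff equal to the mean of compounds falling between control-based bounds plus 3 SD, cut at about 20% in these data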;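 note: 0% = DMSO wells while the 100% control is not disclosed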
ssDAF12 agonist = activates DAF-12 receptor from parasite S. stercoralis | HEK293 ssDAF-12/GRIP1 lit1-tk-luc reporter, luminescence; % of 3 µM dafachronic acid response | activation, % at 6.8 µM | 1% of 370,000 active;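 active = activation above the mean over all tested compounds plus 3 SD, cut at about 0.9% in these data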;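 note: 0% = DMSO-only wells and 100% = 3 µM delta7-dafachronic acid wells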
NPR1 activator = GC-A (human) enzyme activation. HEK293 GC-A cells, cGMP TR-FRET, EC30 ANP; 0% at EC30 ANP, 100% saturating ANP. P16066. activation, % at 10 µM. 0.14% of 370,000 active; in the data active = activation above about 40%
Target sequence (P16066 whole entry, looked up): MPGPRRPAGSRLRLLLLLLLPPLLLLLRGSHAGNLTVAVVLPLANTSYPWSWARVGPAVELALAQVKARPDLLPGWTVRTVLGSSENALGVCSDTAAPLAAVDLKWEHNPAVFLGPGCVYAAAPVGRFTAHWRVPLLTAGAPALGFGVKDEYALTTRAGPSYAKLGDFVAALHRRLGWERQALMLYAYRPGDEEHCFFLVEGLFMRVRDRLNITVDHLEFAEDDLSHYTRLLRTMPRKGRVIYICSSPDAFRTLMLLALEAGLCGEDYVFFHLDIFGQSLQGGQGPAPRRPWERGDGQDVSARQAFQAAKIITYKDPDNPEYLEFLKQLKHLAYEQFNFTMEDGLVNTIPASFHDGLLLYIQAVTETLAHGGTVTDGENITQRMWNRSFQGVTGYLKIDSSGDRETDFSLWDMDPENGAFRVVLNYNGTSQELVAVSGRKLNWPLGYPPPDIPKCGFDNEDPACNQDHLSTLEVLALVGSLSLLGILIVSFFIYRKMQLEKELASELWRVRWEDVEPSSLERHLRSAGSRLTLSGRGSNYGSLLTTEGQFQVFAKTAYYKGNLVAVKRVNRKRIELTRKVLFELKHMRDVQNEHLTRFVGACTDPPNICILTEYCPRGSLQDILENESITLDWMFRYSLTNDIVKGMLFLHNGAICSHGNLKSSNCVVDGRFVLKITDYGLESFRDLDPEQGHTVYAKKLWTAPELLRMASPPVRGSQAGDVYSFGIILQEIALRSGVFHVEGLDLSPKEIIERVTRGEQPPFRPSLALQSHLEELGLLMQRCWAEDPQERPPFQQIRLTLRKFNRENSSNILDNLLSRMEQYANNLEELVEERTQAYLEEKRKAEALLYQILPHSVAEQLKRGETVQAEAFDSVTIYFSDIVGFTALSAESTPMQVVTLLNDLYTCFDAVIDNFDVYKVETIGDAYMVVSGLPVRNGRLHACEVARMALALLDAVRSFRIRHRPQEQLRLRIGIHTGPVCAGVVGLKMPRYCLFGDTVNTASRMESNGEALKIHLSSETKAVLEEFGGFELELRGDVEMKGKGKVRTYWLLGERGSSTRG
DAX1 inh-1 = inhibits human nuclear receptor DAX1. P51843. HEK293 Gal4-DAX1 luciferase reporter, luminescence. 0.99% of 340,000 active. AID 504766. inhibition, % at 6.75 µM;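 active = inhibition above the mean over all tested compounds plus 3 SD, cut at about 4.2% in these data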;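 note: 0% = DAX1-transfected cells with DMSO and 100% = empty-vector control cells with DMSO; inhibition shows as a rise in luminescence from relieved DAX1 repression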
PG9 Ab binder = binds the HIV-1 gp120 antibody PG9. 0.43% of 360,000 active. TR-FRET gp120-PG9 antibody binding. inhibition, % at 6.7 µM. AID 624416; in the data active = inhibition above about 8.5%
FXN GAA850 act = increases GAA850 frataxin promoter reporter activity; HEK293 lucGAA850 FXN promoter luciferase reporter, 24 h; percent of 10 µM SAHA response; activation, % at 6 µM; 0.56% of 360,000 active; AID 540364;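 active = activation above the average of all compounds screened plus 3 SD, cutoff fixed separately per campaign, cut at about 7.5% in these data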;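 note: 0% = DMSO wells and 100% = 10 µM SAHA wells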
ADAM17 inh = ADAM17 inhibition, QFRET primary screen; recombinant ADAM17, EDANS/DABCYL FRET peptide cleavage; inhibition, % at 6.95 µM; 0.83% of 370,000 active; AID 720648;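 active = inhibition above the mean of compounds lying between control limits plus 3 SD, set per campaign, cut at about 8.5% in these data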;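 note: 0% = DMSO-only wells as the low control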
DAX1 inh-2 = blocks DAX1 repression of SF-1 activated StAR promoter; HEK293T StAR-luciferase reporter, SF-1/DAX-1 repression relief; inhibition, % at 6.8 µM; 1.1% of 370,000 active; AID 652010;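 active = inhibition above the mean over all tested compounds plus 3 SD, cut at about 3.6% in these data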;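 note: 0% = DAX-1 cells with DMSO and 100% = cells lacking DAX-1 with DMSO; higher inhibition means more luminescence from relief of DAX-1 repression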
An asterisk follows results filed as active; i = inactive; x = not tested or not shown.

#	smiles	hgDAF-12 ag	hcDAF12 agonist	SMARCA2 act	ADAM10 inh	ssDAF12 agonist	NPR1 activator
1	CCc1ccc(NC(=O)C(C)OC(=O)CCN2C(=O)C3CC=CCC3C2=O)cc1 (stereo not given)	1.8	1.0	-3	11	-1.2	-1
2	C[C@@H]1CN([C@@H](C)CO)S(=O)(=O)c2ccc(Br)cc2O[C@H]1CN(C)C(=O)c1ccccc1F	-1.0	-0.1	-6	-25	-0.3	-6
3	O=C(Cc1n[nH]c(=O)c2ccccc12)OCC(=O)c1ccccc1Cl	-0.2	-1.7	0	5	-0.7	4
4	COc1ccc(N2CCN(C(=O)c3ccc4c(=O)n(CCc5ccc(OC)c(OC)c5)c(=O)[nH]c4c3)CC2)cc1	-2.0	-0.4	-4	-3	-2.4	4
5	COc1cccc2c(=O)cn[nH]c12	4.2	-0.3	0	i	-0.5	7
6	CSCC(=O)N1CCc2ccc(NC(=O)c3ccccc3Cl)cc2C1	1.4	-0.6	4	-6	-0.4	-3
7	O=C(Nc1ccccc1C(=O)NCc1cccnc1)c1ccccc1Cl	-2.9	0.9	-2	-7	-1.1	-4
8	CC1CC(C)CN(C(=O)c2ccc3nc[nH]c3c2)C1 (stereo not given)	-0.3	1.9	0	-3	-1.1	4
9	CCOC(=O)c1sc(NC(=O)Nc2cccc(Cl)c2)cc1C	9.9	1.3	-4	-1	0.7	-32
10	Cc1cc(OCC(O)CN2CCN(c3ccccn3)CC2)cc(C)c1Cl (stereo not given)	-1.2	-1.0	-1	9	-1.4	1
11	COC(=O)[C@]12C=CCN1[C@H](c1ccccc1)c1c(c3ccccc3n1S(=O)(=O)c1ccc(C)cc1)C2	4.7	3.5	-4	-11	-0.4	-2
12	O=C1ON=C(c2ccccc2)/C1=C\c1ccco1	-0.6	-0.2	-1	0	-1.7	27
13	CCOC(=O)c1ccc(N2CN=C3SCC(=O)N3C2)cc1	1.6	-0.1	1	10	-0.7	2
14	CCn1c(SCC(=O)NCc2ccccc2)nc2ccccc2c1=O	0.0	1.1	-2	-6	-1.3	-3
15	Cc1ncc(CN2CCCC(CCC(=O)NCc3ccccc3F)C2)s1 (stereo not given)	-1.8	0.8	3	4	-1.0	-6

#	DAX1 inh-1	PG9 Ab binder	FXN GAA850 act	ADAM17 inh	DAX1 inh-2
1	0.1	-1.7	0.5	7	0.5
2	-0.7	-0.9	0.5	0	-0.9
3	-0.8	0.6	2.7	-3	-0.1
4	-0.7	-0.5	-1.2	-1	-1.4
5	0.0	1.1	0.2	-412	0.8
6	-0.9	-2.3	1.4	-3	-0.3
7	-1.0	-0.5	1.6	4	-0.1
8	0.0	-1.8	4.2	-3	1.5
9	0.7	-1.8	2.0	2	1.0
10	-0.7	-0.4	1.5	-1	0.2
11	x	x	x	-3	-0.3
12	0.5	-1.3	-0.8	-5	-0.1
13	1.1	1.9	0.7	2	0.4
14	1.2	-3.0	2.3	-3	0.2
15	0.4	-0.8	-0.4	-1	-0.3

Entries of single compounds, looked up by structure. Order of values: hgDAF-12 ag, hcDAF12 agonist, SMARCA2 act, ADAM10 inh, ssDAF12 agonist, NPR1 activator, DAX1 inh-1, PG9 Ab binder, FXN GAA850 act, ADAM17 inh, DAX1 inh-2
CCOC(=O)c1ccc(N2CN=C3SCC(=O)N3C2)cc1 as listed: 1.6, -0.1, 1, 10, -0.7, 2, 1.1, 1.9, 0.7, 2, 0.4
O=C(Nc1ccccc1C(=O)NCc1cccnc1)c1ccccc1Cl as listed: -2.9, 0.9, -2, -7, -1.1, -4, -1.0, -0.5, 1.6, 4, -0.1

Next part
#	smiles	hgDAF-12 ag	hcDAF12 agonist	SMARCA2 act	ADAM10 inh	ssDAF12 agonist	NPR1 activator
16	CCS(=O)(=O)Nc1ccc(-c2nnc(SCC(=O)c3ccc(NC(C)=O)c(OC)c3)o2)cc1	-0.4	-0.4	0	-1	-1.3	-3
17	CCNC(=S)Nc1ccc2cn[nH]c2c1	1.5	-0.3	2	8	-1.7	-1
18	O=C1CSC(c2cccnc2)N1C1CCCCC1 (stereo not given)	0.9	-0.7	-5	6	-0.9	1
19	CC1=C(C(=O)N(C(C)C)C(C)C)CC(CC(=O)NC2CC2)C(=O)N1Cc1ccc(F)cc1 (stereo not given)	8.6	1.5	-1	0	-0.6	-2
20	O=C(CSc1nc2cccnc2n1Cc1ccccc1)N1CCCC1	-3.0	-0.6	-2	-3	-1.4	-1
21	NC(=O)c1ccc(CN2CCC(Cc3ccccc3)CC2)cc1	-1.6	-1.1	-5	-3	-0.5	-6
22	CCCOC(=O)c1ccc(Nc2nc(C)cc(=O)[nH]2)cc1	-0.4	-2.4	0	-2	-1.2	3
23	c1ccc(Nc2c(-c3ccco3)nc3ccccn23)cc1	-3.9	6.0*	1	i	0.1	8
24	CC(OP(=O)(O)C(NC(=O)[C@H](Cc1ccc(O)cc1)NC(=O)OC(C)(C)C)C(C)C)C(=O)O (stereo not given in full)	0.0	0.0	x	-2	-1.6	-3
25	O=S(=O)(Nc1ccc(N2CCOCC2)cc1)c1cc(Cl)ccc1Cl	0.2	-2.8	2	6	-1.3	0
26	COC(=O)c1cc(S(=O)(=O)N2CCCCCC2)cn1C	-0.1	-1.0	-2	-3	-1.5	-1
27	Cc1nc2cc(F)ccc2n1C1CCN(C(=O)c2c(F)cccc2F)CC1	1.9	-0.8	1	-324	-1.6	-9
28	Cn1c(=O)c2c(nc(CN3CCCCC3)n2Cc2c(F)cccc2Cl)n(C)c1=O	0.7	-1.0	0	-5	-1.0	-5
29	Clc1ccc(-c2nc(N3CCOCC3)nc3ccccc23)cc1	0.5	-1.2	-2	-3	0.2	-2
30	CN(/C(=N/S(=O)(=O)c1cccs1)c1ccccc1)c1ccc(O)cc1	-2.2	-1.1	0	-1	-1.5	0

#	DAX1 inh-1	PG9 Ab binder	FXN GAA850 act	ADAM17 inh	DAX1 inh-2
16	-0.1	0.9	2.1	-5	-0.7
17	-1.2	-4.1	-0.8	0	0.5
18	-0.8	0.7	1.5	2	-0.7
19	x	-1.7	x	-2	-0.8
20	1.7	-0.6	1.8	1	-0.4
21	0.2	0.8	-0.3	-7	0.2
22	0.6	0.5	2.5	-7	-0.1
23	-1.1	-3.9	3.5	-436	0.4
24	x	x	x	-2	x
25	0.2	0.2	0.5	-1	-0.5
26	0.1	1.6	0.6	-2	0.1
27	-2.6	0.9	-1.5	-116	-1.5
28	0.4	-2.6	1.1	2	0.2
29	2.1	1.4	2.5	-3	-1.1
30	0.7	-1.2	1.4	0	-0.3

#	smiles	hgDAF-12 ag	hcDAF12 agonist	SMARCA2 act	ADAM10 inh	ssDAF12 agonist	NPR1 activator
31	Cc1cc(C)nc(SCc2ccc(Br)cc2)n1	-1.4	-2.2	1	0	-0.8	-3
32	CCN(CC)CCNC(=O)CSc1c2c(nc3cc(Cl)ccc13)CCCC2	-3.5	-1.5	-5	-1	-2.1	-14
33	O=C(Nc1nc2ccccc2s1)NC1CCCCC1	18*	6.1*	-2	8	-0.3	13
34	CCOC(=O)N1CCC(N(CCN(C)C)C(=S)Nc2cccc(SC)c2)CC1	1.8	-0.7	-2	-2	-1.3	0
35	CC(=O)OCC(=O)N1CCN(C(=O)C(=O)c2cccc(C(F)(F)F)c2)CC1	-0.9	2.1	-5	-15	-0.3	2
36	CSC1=NC(C)(C)CC2(C)Nc3ccccc3N12 (stereo not given)	-3.8	1.2	-3	1	-1.0	-1
37	COc1ccc(N2C(=NC(C)=O)SC3CS(=O)(=O)CC32)cc1OC (stereo not given)	-1.5	-1.3	0	2	-1.4	-2
38	Oc1ccccc1-c1cc(C(F)(F)C(F)F)[nH]n1	2.4	-0.6	0	5	-1.9	0
39	Fc1ccccc1CSc1nncn1NC/C=C/c1ccccc1	0.2	-1.5	1	13	-1.3	1
40	Cc1cccc(-n2cc(CN(C)Cc3nccn3C)c(-c3cccc(F)c3)n2)c1	0.5	-3.8	-4	24*	-2.3	-7
41	OCCN1CN=C(Nc2nc3ccccc3o2)NC1	1.9	-1.1	-4	-8	-0.7	-1
42	CCc1ccc(CN(C)Cc2nc(Cc3ccccc3)no2)nc1	5.0	-0.8	1	-6	-0.1	-5
43	C[C@@H]1CN(C(=O)OC(C)(C)C)CCN1c1ccc(N2CCN(Cc3ccccc3)[C@@H](C)C2)c(C#N)c1	1.3	-3.2	-7	-148	-2.0	6
44	CCC[n+]1cn(/C(C(=S)Nc2cccc(Cl)c2C)=C(/[O-])c2ccc(OC)c(OC)c2)c2ccccc21	-0.5	-0.1	-1	5	-0.5	11
45	Cn1c(=O)c2c(nc(SCC(=O)N3CCOCC3)n2C)n(C)c1=O	-1.0	-0.8	0	-2	0.1	1

#	DAX1 inh-1	PG9 Ab binder	FXN GAA850 act	ADAM17 inh	DAX1 inh-2
31	-2.5	0.1	1.3	1	0.3
32	-0.9	-1.5	6.0	0	-0.7
33	7.1*	-0.3	6.3	4	6.1*
34	-0.2	-1.6	0.3	-2	-0.5
35	x	0.5	x	-5	0.0
36	0.1	-2.9	-6.6	2	0.6
37	-0.2	0.7	1.4	-1	-0.1
38	0.2	-1.3	3.4	-1	-0.1
39	0.5	0.9	-0.4	0	-0.5
40	-1.2	-2.8	-0.6	11*	-0.3
41	1.1	1.2	-2.3	-4	-0.6
42	-0.7	-1.7	3.1	0	0.2
43	x	-1.1	x	-22	-3.9
44	1.3	0.9	1.1	-3	-0.7
45	0.8	-1.1	0.6	-1	0.3

Along the list, quoted from above.
SMARCA2 act for nos. 22 to 28: 0, 1, x, 2, -2, 1, 0
FXN GAA850 act for nos. 22 to 28: 2.5, 3.5, x, 0.5, 0.6, -1.5, 1.1
